LDHA inh: inhibitors of human lactate dehydrogenase A; P00338; purified LDHA, NADH/diaphorase-resazurin fluorescence; stronger effect = lower value; activity change, % (values are at about 110 or 230 µM); hit rate 0.15% among 480,000; AID 1347041; in the data active = activity change below about -30%; inconclusive = mostly about -25% to -30%;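 note: plate controls were DMSO wells for no effect and wells without enzyme for full effect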
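Enzyme activity of human lactate dehydrogenase 5 (2 nM; 0.06 mM NADH, 0.2 mM pyruvate, 5 min, RT) is measured via a resazurin/diaphorase fluorescence readout of residual NADH.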
ERG-DNA inh: ERG Ets/DNA interaction inhibition; fluorescence polarization, His-ERG Ets domain / labelled DNA; Potency, µM (series often up to 76.9 µM), for inactives: at the highest dose FP activity, negative = inhibition, hits mostly inhibitors; hit rate 0.028% among 370,000; active = well fitted inhibition curve with a large enough effect in the polarisation, with a control signal flat; inconclusive = small, poorly fitted or top-dose-only effect, or effect the other way, or a change in a side signal; inactive = no such curve, though single readings can be large or run the other way; the % refers to the polarisation;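 note: polarization taken with two DNA probes labelled with fluorescein and Texas red; potency is the fitted concentration of half-maximal effect; % of control where 0% means no effect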
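His-tagged ERG Ets domain (1 uM in the protein solution; 300mM KCl, 50mM Tris-HCl, 1mM EDTA, 1mM DTT, pH 7.5) received compound, then a probe mix of 5 nM fluorescein-DNA and 100nM Texas-615-DNA. Fluorescence polarization was read for both dyes.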
D2 agonist: D2 dopamine receptor (human) agonism. hit rate 0.53% among 340,000. HEK293 T-REx D2 cells, calcium flux agonist mode. activation, % at 2 µM;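 active = activation over 3 SD above normal in the single-dose calcium agonist read, cut at about 30% in these data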; note: 0% is about no effect
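Agonism scored from kinetic calcium signal (1 read/sec, 180 s) following compound pin transfer, after a 10 s baseline. Cells: HEK293 Trex line expressing inducible D2 receptor coupled to calcium, dye-loaded after overnight culture at 30 C.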
Vif-APOBEC3F blk: inhibitors of Vif-A3F interaction. hit rate 0.2% among 390,000. HeLa A3F-eYFP + Vif (tagged APOBEC3F with the HIV-1 protein that degrades it), YFP fluorescence increase. Potency, µM (highest dose often 46.1 µM), for the others: at the top dose activity, negative = active; note: potency is the fitted concentration of half-maximal effect; % of control where 0% means no effect; nearly all actives have a fitted effect of over 65% in size
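HeLa cells stably expressing Vif plus C-terminally eYFP-tagged A3F were seeded, incubated overnight at 37 deg C, dosed with compound, incubated overnight again at 37 deg C. Yellow fluorescence (Ex 488/Em 500-530) reported blocked Vif-mediated A3F-eYFP degradation.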
GRP78 ERSR act: inducers of ER stress response in human glioma cells. hit rate 0.02% among 420,000. Potency, µM, for inactives: top-dose activation, hits mostly activators. AID 602332. U87-MG GRP78 promoter luciferase reporter, 16 h; note: potency is the fitted concentration of half-maximal effect; series mostly up to about 76 µM; % of control where 0% means no effect; nearly all actives have a fitted effect of over 35% in size
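Stably transfected U87-MG glioma cells carrying a GRP78-based luciferase sensor; 16 h compound incubation. Luminescence end-point read 10 min after Bright-Glo addition at room temperature.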
RGS4 inhibitor: human RGS4 inhibition. Potency, µM (series often up to 114 µM), for inactives: top-dose activity change, negative = inhibition, most hits filed as inhibitors. Transcreener GDP fluorescence polarization, RGS4-accelerated GTP hydrolysis. AID 504845. hit rate 0.039% among 390,000; note: potency is the fitted concentration of half-maximal effect; % is set by controls: 0 for no effect and ±100 for the full control effect; nearly all actives have a fitted effect of over 75% in size; some results filed as inactive show a strong effect at the top dose
Target sequence (P49798 whole entry, looked up): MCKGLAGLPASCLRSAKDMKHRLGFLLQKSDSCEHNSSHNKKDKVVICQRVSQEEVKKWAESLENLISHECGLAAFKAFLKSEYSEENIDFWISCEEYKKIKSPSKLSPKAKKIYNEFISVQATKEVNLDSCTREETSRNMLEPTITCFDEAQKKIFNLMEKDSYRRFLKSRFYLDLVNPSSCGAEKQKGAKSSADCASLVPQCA
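MLSMR compounds (23 nl, pin-transferred) preincubated 10 min at room temperature with a 500nM (2x) first reagent, then RGS4 at 900nM (2x) plus Transcreener GDP mix added; fluorescence polarization (620/688 nm) read before and after 90 min at 30 °C.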
12-LOX inh: inhibitors of human 12S-lipoxygenase ALOX12 | purified 12hLO, xylenol orange hydroperoxide absorbance | hit rate 1.1% among 580,000 | AID 1671190 | Potency, µM (highest dose often 108 µM), for inactives: top-dose activity change, negative = inhibition, actives largely listed as inhibitors; note: potency is the fitted concentration of half-maximal effect; % is set by controls: 0 for no effect and ±100 for the full control effect
Target sequence (P18054 whole entry, looked up): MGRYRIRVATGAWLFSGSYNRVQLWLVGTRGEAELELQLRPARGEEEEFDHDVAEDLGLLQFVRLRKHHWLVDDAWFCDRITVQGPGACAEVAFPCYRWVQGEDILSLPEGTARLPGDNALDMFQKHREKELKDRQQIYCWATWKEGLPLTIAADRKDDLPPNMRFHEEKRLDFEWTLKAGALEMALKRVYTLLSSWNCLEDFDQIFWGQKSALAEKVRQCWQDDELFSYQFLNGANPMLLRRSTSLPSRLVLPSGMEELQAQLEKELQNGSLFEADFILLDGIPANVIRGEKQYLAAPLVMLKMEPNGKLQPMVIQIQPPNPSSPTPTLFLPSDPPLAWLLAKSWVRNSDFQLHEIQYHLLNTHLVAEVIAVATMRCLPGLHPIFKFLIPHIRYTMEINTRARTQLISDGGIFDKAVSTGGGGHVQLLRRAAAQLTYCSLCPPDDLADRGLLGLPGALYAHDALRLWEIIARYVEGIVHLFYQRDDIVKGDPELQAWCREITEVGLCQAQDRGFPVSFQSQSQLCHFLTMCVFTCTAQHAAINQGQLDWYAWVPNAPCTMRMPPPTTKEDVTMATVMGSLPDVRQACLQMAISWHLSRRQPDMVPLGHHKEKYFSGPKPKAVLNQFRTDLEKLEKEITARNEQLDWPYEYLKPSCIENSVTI
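Purified human 12hLO (150 nM final) in 25 mM Hepes, 0.01% Triton X-100, pH 7.0 was preincubated 15 min at room temperature with compound. Then 40 uM arachidonic acid was added, 30 min. Hydroperoxide was read by Fe-XO absorbance ratio 573/405 nm.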
Vif-APOBEC3G blk: blocks the Vif interaction with human APOBEC3G; Q9HC16; HeLa A3G-eYFP + Vif (tagged APOBEC3G with the HIV-1 protein that degrades it), YFP fluorescence, overnight; Potency, µM (highest dose often 46.1 µM), for the others: at the highest dose activity, negative = active, most hits filed as inhibitors; hit rate 0.076% among 410,000; AID 602310;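 note: potency is the fitted concentration of half-maximal effect; % is set by controls: 0 for no effect and ±100 for the full control effect; nearly all actives have a fitted effect of over 60% in size; hits raise eYFP signal because A3G escapes Vif-driven loss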
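HeLa cells stably expressing Vif and C-terminally eYFP-tagged A3G, seeded overnight at 37 deg C, then exposed to compound by pintool overnight at 37 deg C. Rise in yellow fluorescence (Ex 488/Em 500-530, Acumen) marks blocked Vif-driven A3G degradation.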
D2 antag: antagonizes the human D2 dopamine receptor | P14416 | HEK293 TREx D2 cells, calcium flux, dopamine EC80 | inhibition, % at 10 µM | hit rate 2% among 340,000; in the data active = inhibition above about 30%; note: 0% is about no effect
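Inhibition of EC80 dopamine-driven calcium flux, recorded kinetically, defines activity here; cells are a tetracycline-induced HEK293 T-REx line expressing force-coupled D2.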
Active calls of the source: *; ? = inconclusive; . = no result given; & = joins results of further samples; [ ] = another dose, or the depositor's remark. Unless noted, calls come from the whole dose curve; as a rule, active = well fitted curve in the direction sought with a large enough effect; inconclusive = small, poorly fitted or top-dose-only effect, or another doubt; inactive = no such curve, though single readings can be large; an effect the other way counts as inactive or inconclusive. This is a subset; count on the stated rates, not on these rows.

SMILES	LDHA inh	ERG-DNA inh	D2 agonist	Vif-APOBEC3F blk	GRP78 ERSR act	RGS4 inhibitor	12-LOX inh	Vif-APOBEC3G blk	D2 antag
COc1ccc(NC(=O)C(NS(=O)(=O)c2ccc3c(c2)CCCN3C(C)=O)C(C)C)c(OC)c1 (configuration not stated)	3	17%	0.7	-15%	-2%	0%	0%	-1%	-11
CC1(c2ccc3ccccc3c2)NC(=O)N(CC(=O)O)C1=O (configuration not stated)	4	-1%	-0.1	0%	-3%	-6%	9%	-2%	13
CCOc1ccc(NC(=O)NCc2ccco2)cc1	-5	?	.	1%	6%	3%	2%	-7%	.
CCCn1nnnc1SCC(=O)N1C(C)CCCC1C (configuration not stated)	-7	-2%	0.6	-2%	1%	3%	-13%	-1%	15
Cn1c(=O)c(C(=O)CN2CCCCC2)c(N)n(Cc2ccccc2)c1=O	-2	8%	-0.4	2%	-4%	-23%	8%	-2%	0
COc1cccc(Nc2c3c(nc4c(-c5ccccc5)c(C)nn24)CCC3)c1	-1	-3%	0.3	-17%	-3%	1%	-7%	1%	-3
O=C(COc1ccc2oc3c(c2c1)CCCC3)Nc1ccccn1	-4	4%	-1.6	6%	0%	-23%	-15%	1%	-12
CC1=C(C(=O)N(C(C)C)C(C)C)CC(CC(=O)NC(c2ccccc2)c2ccccc2)C(=O)N1CCC1=CCCCC1 (configuration not stated)	-2	.	.	.	2%	.	?	-6%	.
OCCCC1CCCN(Cc2cn[nH]c2-c2ccc(F)cc2F)C1 (configuration not stated)	0	-11%	0.2	0%	-3%	22%	-17%	0%	14
CNS(=O)(=O)c1cccc(C(=O)OCC(=O)c2ccc3[nH]c(=O)[nH]c3c2)c1	3	0%	.	-27%	-5%	-2%	?	1%	.
COc1ccc(-c2noc(-c3ccc(NCc4cccnc4)c([N+](=O)[O-])c3)n2)cc1	-4	-6%	-1.3	8%	-2%	7%	-13%	5%	.
COC(=O)c1sccc1NC(=S)N(C)C1CCCCC1	2	11%	0.3	-11%	-6%	-24%	-9%	0%	-11
NC(Cc1ccc(C(F)(F)F)cc1)c1csc(NC(=O)NCCc2ccccc2)n1 (configuration not stated)	-14	.	.	.	-12%	.	?	3%	.
CCCN(CCC)C(=O)c1nn(C)c2c1CSc1ccc(C)cc1-2	-1	-1%	0.0	-3%	-2%	-26%	-19%	-2%	.
Cc1ccc(CNC(=O)CSc2nc3c(sc4ccccc43)c(=O)n2CCCOC(C)C)cc1	-5	-4%	0.6	-6%	-3%	-4%	?	1%	.
NC(=O)CC(NC(=O)c1ccccc1)c1ccc(N2CCCCCC2)c([N+](=O)[O-])c1 (configuration not stated)	-17	-7%	-0.6	-1%	-4%	?	-5%	-3%	6
CSS(=O)(=O)c1cccc2cccnc12	1	-2%	1.7	0%	-3%	?	?	-3%	-3
Cc1cc(C)cc(NC(=O)c2ccccc2CC[N+](=O)[O-])c1	1	-10%	-0.2	-8%	-1%	-31%	141%[activator]	2%	-2
Cc1ccc2c(c1)c1c3n2CCN(CC#N)C3CCC1 (configuration not stated)	-4	5%	-0.8	14%	1%	5%[56.9 µM]	-2%	-4%	6
COc1ccc(C(=O)Nc2cc(C(=O)c3ccccc3)c(C)oc2=O)cc1	-6	2%	0.5	3%	-11%	?	?	-22%	-7
Cc1cc(C)c(OCC(=O)NCC(C)(C)N2CCOCC2)c(C)c1	-7	-3%	0.1	?	-2%	1%	11%	-5%	-8
COc1ccc(S(=O)(=O)N2CCN(C(=O)CCCN3C(=O)NC4(CCCC4)C3=O)CC2)cc1	-6	-6%	1.1	-15%	-4%	1%	-27%	-3%	-1
CCNC(=O)C1CCCN(C(=O)Cc2ccc3ccccc3c2)CC1 (configuration not stated)	1	.	.	.	-1%	.	-6%	1%	.
O=C(Cc1ccccc1)NNC(=O)C1CCN(c2ncccn2)CC1	-1	-9%	1.2	0%	-3%	14%	7%	13%	15
CCOC(=O)c1nnn2c1nc(N1CCN(c3ccccc3)CC1)c1ccccc12	-4	4%	-1.7	-4%	-4%	14%	185%[activator]	-2%	-5

(more compounds)
SMILES	LDHA inh	ERG-DNA inh	D2 agonist	Vif-APOBEC3F blk	GRP78 ERSR act	RGS4 inhibitor	12-LOX inh	Vif-APOBEC3G blk	D2 antag
COc1ccc(C(c2c(N)[nH]c(=S)[nH]c2=O)c2c(N)[nH]c(=S)[nH]c2=O)cc1	3	-9%	0.6	-6%	-3%	-28%	?	0%	5
Oc1ccc(Cl)cc1Cc1cc(Cl)ccc1O	-7	-1%	-1.8	-3%	-7%&-6%&-3%	1%	?	-3%	-2
COc1cc(OC)c2c(-c3cccc(-c4cccc(N)c4)c3)cc(=O)oc2c1	0	-2%	.	-11%	-4%&-7%	-16%	-64%	?	.
Cc1ccc(Cl)cc1NC(=S)N(Cc1ccco1)C(C)c1cccs1 (configuration not stated)	-2	15%	0.1	-24%	-1%	9%	-21%	-9%	-19
CC(C)CCNC(=O)CSc1nc2ccccc2nc1Cc1ccccc1	-7	-1%	0.3	4%	0%	22%	-22%	-2%	.
COc1ccc(CNC(=O)COC(=O)c2cc(-c3cccs3)nc3ccccc23)cc1OC	-3	8%	1.2	5%	0%	-24%	?	-11%	-21
Cc1cn2c(=O)cc(COc3ccc(NC(=O)c4ccccc4C)cc3)nc2s1	3	4%	-0.8	-9%	0%	10%	-19%	2%	.
Cc1ccc(C(=O)c2c3ccc(N)cc3nn2CCC(N)=O)cc1	10	9%	-0.8	-5%	2%	-37%	-15%	1%	20
COc1ccc(-n2nc(C(=O)N3CCN(c4ccccc4OC)CC3)c3c4ccccc4n(C)c3c2=O)cc1	1	0%	-0.2	.	.	4%	?	.	.
COc1cc(/C=N/NC(=O)c2csc3c2CCCC3)cc(OC)c1O	13	2%	-1.0	-5%	-1%	7%	?	-1%	-6
CCOc1ccc(N/C=C/C(=O)c2ccc(OC)c(OC)c2)cc1	1	5%	0.3	-7%	7%	-8%	1%	0%	-2
CSc1ccc(CN(C)CC(=O)NC(=O)NC(C)(C)C)cc1	-1	-19%	0.3	-8%	-3%	-26%	0%	-5%	-14
CCOc1ccc(CNC(=O)CCCC(=O)n2ncc3cc(C)ccc32)cc1	-7	1%	0.4	-3%	-1%	-10%	13%	1%	5
Cc1ccc(CNC(=O)c2c(O)nc3c(C)cccn3c2=O)cc1	-6	2%	0.4	-2%	-3%	26%	?	2%	.
Cc1ccc(NS(=O)(=O)c2cc3c(cc2Br)NC(=O)CO3)cc1C	-9&0	.	.	.	-4%	.	?	-8%	.
Cc1ccc2nc(NC(=O)c3cccc(-c4cc5ccccc5oc4=O)c3)sc2c1	-13	.	0.7	-11%	-2%	-2%	?	-11%	-10
CC(C)c1nnc(N2C(=O)c3oc4ccccc4c(=O)c3C2c2cccc(O)c2)s1 (configuration not stated)	-4	-3%	0.1	0%	-1%	-7%	?	-3%	.
O=C(COc1cc2oc(=O)c3c(c2cc1Cl)CCC3)NCc1ccncc1	2	-6%	0.6	4%	0%	14%	0%	3%	-3
CCn1nc(-c2ccccc2)c(-c2ccccc2)c(C(=O)Nc2nc(C)c(C(=O)N(C)C)s2)c1=O	-9	-5%	3.6	-4%	-3%	14%	-20%	-6%	.
O=C(NC(=O)N1CCN(c2cccc(Cl)c2)CC1)c1ccccc1	-1	2%	-1.6	-4%	-2%	-16%	6%	-8%	3
Fc1ccc(-c2cc(-c3nnc4n3CCCCC4)c3ccccc3n2)cc1	-6	-4%	0.2	-1%	3%	24%[11.4 µM]	-3%	5%	0
CC(C)NC(=O)CN(Cc1ccc2c(c1)OCO2)C(=O)CCC(=O)Nc1ccccn1	1	-6%	0.3	-26%	-3%	13%	-4%	0%	43*
CCOC(=O)CC(C#N)c1cn(C)c2ccccc12 (configuration not stated)	-1	6%	-0.3	-1%	-6%	15%	8%	0%	-3
N#CC/C(N)=N/NC(=O)CCCNc1ncc(C(F)(F)F)cc1Cl	12	6%	-0.3	9%	-4%	?	-7%	-2%	3
O=C(Nc1ccc2c(c1)CCC2)C1COc2ccccc2O1 (configuration not stated)	0	-2%	0.0	-3%	7%	4%	-22%	-1%	10
CN(Cc1ccccc1)c1nc2c(c(=O)[nH]c(=O)n2C)n1C	-5	5%	-1.4	-9%	-4%	-29%	0%	0%	1
COc1ccc(-c2cccc(-c3cc(=O)oc4cc(OC)c(OC)c(OC)c34)c2)cc1	-3	15%	.	-13%	-2%&3%	-15%	0%	-21%	.
COc1ccc(N2CCN(CCNC(=O)C3CCN(S(=O)(=O)c4cccs4)CC3)CC2)cc1	-4	0%	0.7	-8%	3%	-8%	0%	0%	2
CC#CC(=O)NC1CCCN(C2Cc3ccccc3C2)C1 (configuration not stated)	-4	-3%	.	7%	-1%	15%	-3%	3%	.
O=C1CSC(c2ccccc2)N1c1ccc(F)cc1F (configuration not stated)	-4	2%	-0.2	15%	-7%	-11%	-21%	3%	7

An excerpt from above in order of the D2 antag value, lowest first:
SMILES,LDHA inh,ERG-DNA inh,GRP78 ERSR act,RGS4 inhibitor,12-LOX inh,D2 antag
COc1ccc(CNC(=O)COC(=O)c2cc(-c3cccs3)nc3ccccc23)cc1OC,-3,8%,0%,-24%,?,-21
Cc1ccc2nc(NC(=O)c3cccc(-c4cc5ccccc5oc4=O)c3)sc2c1,-13,.,-2%,-2%,?,-10
O=C1CSC(c2ccccc2)N1c1ccc(F)cc1F (configuration not stated),-4,2%,-7%,-11%,-21%,7

Compound activity as filed in PubChem.
